ABCB6 inh 2: blocks the human ABCB6 transporter; fluorescence ratio to DMSO, % at 10 µM; AID 602162; Q9NP58; K562-ABCB6 porphyrin accumulation, flow cytometry, 1 h; stronger effect = lower value; 360,000 tested, 0.19% active;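 active = fluorescence ratio to DMSO below 75%, the collection mean minus 3 SD; inconclusive = too few cells collected in the well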;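 note: signal is porphyrin accumulated inside mitochondria; 100% equals median channel fluorescence of DMSO control wells; lower ratio means ABCB6 inhibition with less porphyrin fluorescence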
MC4R barr agon: agonists of human melanocortin 4 receptor (MC4R) beta-arrestin | U2OS MC4R beta-arrestin complementation, luminescence; percent of melanotan II response, DMSO zero | P32245 | activation, % at 8.9 µM | AID 540308 | 360,000 tested, 0.98% active;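 active = activation above a per-plate cutoff, the mean activation of sample wells on that plate plus 3 SD, cut at about 8% in these data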
Target sequence (P32245 whole entry, looked up): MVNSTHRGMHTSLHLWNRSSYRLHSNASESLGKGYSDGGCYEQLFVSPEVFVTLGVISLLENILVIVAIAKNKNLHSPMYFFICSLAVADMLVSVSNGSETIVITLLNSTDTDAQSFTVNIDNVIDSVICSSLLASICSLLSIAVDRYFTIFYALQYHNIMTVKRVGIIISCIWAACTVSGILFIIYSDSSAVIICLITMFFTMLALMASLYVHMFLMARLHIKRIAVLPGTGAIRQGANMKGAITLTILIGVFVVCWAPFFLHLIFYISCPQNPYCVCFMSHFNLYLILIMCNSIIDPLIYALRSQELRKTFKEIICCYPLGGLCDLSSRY
Glyco luc inh: N-linked glycosylation inhibition | D54 ERlucT glycosylation luciferase reporter, 24 h; percent of 100 nM tunicamycin response | reporter increase, % at 12.5 µM | 360,000 tested, 0.23% active;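 active = mean luciferase reporter signal, scaled so untreated is 0 and the glycosylation-blocking control 100, at or above a set limit in every replicate; inconclusive = mean reaches the limit but not every replicate does; inactive = mean below the limit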;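 note: luciferase carries N-glycosylation sites so blocking glycosylation raises the light; 0% = median of neutral control wells and 100% = median of 100 nM tunicamycin wells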
aDG glyco act: alpha-DG glycosylation activation; Pro5-aDG cells, alpha-DG glycosylation AlphaScreen (IIH6); 0% Pro5, 100% B10-LARGE cell signal; activation, % at 10 µM; 360,000 tested, 0.22% active; AID 624168;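 active = activation of at least 8% versus controls, or a plate z-score of at least 8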;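 note: Pro5 are CHO cells carrying HIG-tagged alpha-DG that lacks glycosylation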
H9c2 protect: myocardial damage modulation in H9c2 cells; 360,000 tested, 0.63% active; protection from H2O2 cell death, % at 20 µM; AID 588492; H9c2 cardiomyocytes, H2O2 injury protection, ATPLite, 2 h;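 active = compounds giving at least 50% protection of heart cells from peroxide-induced death in the single-dose screen, raw or plate-pattern-corrected value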;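 note: 0% = DMSO wells with peroxide and 100% = DMSO wells without peroxide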
ABHD5 PLIN5 PPI: blocks binding of human ABHD5 to perilipin-5; Split G. princeps luciferase complementation, luminescence, 4 h; inhibition, % at 4 µM; 360,000 tested, 0.78% active; AID 602281;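 active = inhibition above the mean inhibition across every tested compound plus 3 SD, cut at about 22% in these data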;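 note: 0% = DMSO only wells and the 100% control is not disclosed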
Exocytosis inh: lytic granule exocytosis inhibition. TALL-104 LAMP-1 surface exposure, flow cytometry; cells stimulated with thapsigargin and PMA. inhibition, % at 10 µM. 360,000 tested, 0.66% active. AID 651702;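 active = inhibition above about 55%, limit read from the data; inconclusive = no clear call, values can overlap the other calls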
iPSC survival up: enhancers of human iPSC single-cell survival. hiPSC single-cell survival, ATPlite luminescence; 100% = ROCK inhibitor wells, 0% = DMSO. 360,000 tested, 0.044% active. survival enhancement, % at 20 µM; in the data active = survival enhancement above about 18%;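 note: cells exposed to compounds for 16 hours before the ATP read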
MC4R antag cAMP: antagonists of human melanocortin 4 receptor (MC4R) | 360,000 tested, 0.48% active | MC4R-expressing cells, MTII-stimulated cAMP, LANCE TR-FRET | AID 540295 | inhibition, % at 6.5 µM;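 active = inhibition above its plate's cutoff, the mean of tested wells on that plate plus 3 SD, cut at about 29% in these data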;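 note: 0% = Melanotan II alone and 100% = Melanotan II plus saturating MCL0020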
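Material – human MC4R-expressing U2OS cells · Repeats – no replicates · Detection – TR-FRET with Eu-cAMP and labeled anti-cAMP, 671 nm · Times – compound 30 min, challenge 1 h, detection 1 h · Compound – single nominal compound dose of 6.5 µM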
HTR2A ag: mouse HTR2A agonism via beta-arrestin recruitment; P35363; CHO-K1 mHTR2A beta-arrestin complementation, luminescence; percent of 30 µM serotonin response; activation, % at 7.6 µM; 360,000 tested, 0.66% active;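 active = activation above a run cutoff, the mean activation of all tested compounds plus 3 SD, cut at about 14% in these data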;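 note: 0% = plate median of compound wells and 100% = 30 µM serotonin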
Target sequence (P35363 whole entry, looked up): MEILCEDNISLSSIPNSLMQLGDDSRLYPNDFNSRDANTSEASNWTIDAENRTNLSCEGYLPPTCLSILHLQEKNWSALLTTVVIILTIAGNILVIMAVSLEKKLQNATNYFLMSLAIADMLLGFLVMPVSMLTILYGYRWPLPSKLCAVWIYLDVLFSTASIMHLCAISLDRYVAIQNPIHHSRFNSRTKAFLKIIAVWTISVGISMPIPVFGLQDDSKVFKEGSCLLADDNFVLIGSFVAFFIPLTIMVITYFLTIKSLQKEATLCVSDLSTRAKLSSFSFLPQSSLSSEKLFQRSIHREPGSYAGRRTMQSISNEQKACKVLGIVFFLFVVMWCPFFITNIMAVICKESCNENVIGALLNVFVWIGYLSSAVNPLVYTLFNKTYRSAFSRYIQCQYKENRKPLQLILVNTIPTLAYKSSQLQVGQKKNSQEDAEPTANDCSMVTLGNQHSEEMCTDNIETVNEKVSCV
* = called active by the depositor; ? = inconclusive. Compounds were not picked by outcome (roughly 4.5% active in at least one column).

SMILES	ABCB6 inh 2	MC4R barr agon	Glyco luc inh	aDG glyco act	H9c2 protect	ABHD5 PLIN5 PPI	Exocytosis inh	iPSC survival up	MC4R antag cAMP	HTR2A ag
CCC(C(=O)NCCCc1ccccc1)n1nc(C)c2c(C)n(-c3ccccc3)nc2c1=O (stereo not drawn)	94	-2.7	0	0.2	-2	0	-1	0.3	1	0
CC(C)C(=O)Nc1cccc(-c2nc3ccccc3c(=O)o2)c1	91	-0.1	-2	0.2	-7	1	9	2.1	4	0
NC(=O)COC(=O)c1ccccc1Oc1ccccc1	100	-0.5	0	2.2	-2	-5	-8	-1.2	24	1
CC(C)CNS(=O)(=O)c1ccc(CCC(=O)N2CCN(Cc3ccc4c(c3)OCO4)CC2)cc1	104	-1.9	-5	1.1	-9	6	-2	0.5	2	10
O=C(c1ccc(O)cc1)c1ccc(C(=O)O)c(C(=O)O)c1	95	-2.2	2	-0.4	6	-1	-2	0.7	-7	0
COc1cc(SC)ccc1C(=O)Nc1cccc(C2OCCCO2)c1	96	-0.1	4	0.1	3	1	7	0.3	-1	2
Cc1cc(C)n(-c2ccn(Cc3ccc(Cl)cc3Cl)c(=O)n2)n1	101	1.8	-2	0.4	3	13	2	-2.7	15	3
Cc1cccnc1NC(=O)c1csnn1	98	-1.4	-1	0.0	0	-5	-2	0.8	-3	-3
Cc1cccc(-n2c(Cc3cc(=O)[nH]c(=O)[nH]3)nnc2SCC(=O)Nc2cccc(C(F)(F)F)c2)c1	105	-0.3	1	0.0	-1	-2	-9	-2.0	-2	3
COCCN1CCn2c(nc3cc(NS(C)(=O)=O)ccc32)C1	116	-1.6	1	-0.1	-3	3	-1	-0.6	-2	4
O=C(CN1CCCCCC1)Nc1ccc(S(=O)(=O)N2CCCCC2)cc1	96	-0.2	-3	0.0	9	-10	6	-0.1	6	-6
COc1cccc(/C=C2\N=C3CCCCCN3C2=O)c1	99	1.2	4	0.0	-2	1	1	-2.8	-3	2
c1ccc(OCCCc2nc(-c3cccnc3)no2)cc1	98	0.3	0	-0.1	3	-7	-1	-1.0	-4	-2
O=C(COC(=O)c1ccc2c(c1)OCO2)Nc1ccccc1Cl	94	1.1	0	0.3	-1	1	11	-0.5	6	-6
O=C(Nc1cc(S(=O)(=O)Nc2ccccc2Cl)ccc1O)c1sc2cc(Cl)ccc2c1Cl	102	-1.1	-2	0.1	-25	0	1	-1.0	12	2
CC(C)c1nc(SCC(=O)NC2CCCC2)c2ccccc2n1	104	0.8	-1	0.2	0	0	3	-0.1	10	0
CNc1ccc2nnc(C(F)(F)C(F)(F)C(F)(F)F)n2n1	103	1.0	0	0.1	-9	-5	-4	-1.6	3	0
Cc1ccc(C)n1-n1c(C)nc2scc(-c3cccs3)c2c1=O	104	-2.1	-2	0.2	2	-7	1	-2.1	16	-9
COc1cccc(CN2CCN(CCCc3ccccc3)C(CCO)C2)c1OC (stereo not drawn)	99	-2.2	-1	0.0	5	0	-1	-0.5	-2	-5
CCn1nc(C)c(CN2CCCCC2C(=O)Nc2ccc(Oc3cccnc3)cc2)c1C (stereo not drawn)	98	1.4	-1	0.5	-6	-2	4	1.9	-2	-4

Ordered by length of the SMILES (low to high): some entries from above
SMILES	ABCB6 inh 2	MC4R barr agon	Glyco luc inh	aDG glyco act	H9c2 protect	ABHD5 PLIN5 PPI	Exocytosis inh	iPSC survival up	MC4R antag cAMP	HTR2A ag
Cc1cccnc1NC(=O)c1csnn1	98	-1.4	-1	0.0	0	-5	-2	0.8	-3	-3
COCCN1CCn2c(nc3cc(NS(C)(=O)=O)ccc32)C1	116	-1.6	1	-0.1	-3	3	-1	-0.6	-2	4
O=C(c1ccc(O)cc1)c1ccc(C(=O)O)c(C(=O)O)c1	95	-2.2	2	-0.4	6	-1	-2	0.7	-7	0

Other entries
SMILES	ABCB6 inh 2	MC4R barr agon	Glyco luc inh	aDG glyco act	H9c2 protect	ABHD5 PLIN5 PPI	Exocytosis inh	iPSC survival up	MC4R antag cAMP	HTR2A ag
CCCCC(c1nnnn1CS(=O)(=O)c1ccc(C)cc1)N1CCN(c2ccccc2)CC1 (stereo not drawn)	95	-0.7	-5	0.2	-2	1	0	-0.8	9	-3
O=C(NCCc1ccc2c(c1)OCCO2)c1ccccc1F	98	1.1	-3	0.2	-14	7	0	0.7	3	-3
COc1ccc(NC(=O)CC(C)=O)c(OC)c1	103	-0.3	1	-0.1	-1	-1	18	-0.6	15	0
CCN(CC)c1ccc(/C=N/n2c(=S)[nH]nc(C)c2=O)cc1	111	-0.7	-1	0.2	-3	2	11	6.3	5	-4
COc1ccc(S(=O)(=O)C(C#N)c2nc3ccccc3nc2N2CCCC(C)C2)cc1 (stereo not drawn)	134	1.0	-2	-0.1	-13	-5	-1	1.9	5	4
Cc1n[nH]c(=O)c2c(NC(=O)CSc3cc(Cl)ccc3Cl)oc(C)c12	104	-0.2	1	0.2	10	6	34	1.1	10	2
CSc1cccc(NC(=O)c2ccccc2N(C)S(C)(=O)=O)c1	98	-0.7	3	-0.1	6	5	-3	-0.2	5	-3
O=C(COC(=O)/C=C/c1ccc(C(F)(F)F)cc1)NCc1ccco1	94	-3.1	1	-0.1	0	-2	-1	1.1	5	4
Cc1nonc1NC(=O)CSc1nnc(N)s1	99	0.1	2	-0.1	-1	-1	-7	0.1	11	4
CCN(CC)c1ncnc2c1ncn2[C@H]1CN(Cc2cc(OC)c(OC)c(OC)c2)C[C@@H](CO)O1	96	0.9	3	0.3	5	4	-5	-2.5	-11	-1
CCCCN(C)CCNC(=O)CSCc1ccc(C)cc1	97	-0.1	0	0.3	4	5	-1	-0.6	20	-6
O=C(COC(=O)c1nc(Cl)ccc1Cl)c1ccc[nH]1	99	4.7	0	-0.3	6	3	0	1.1	19	2
COc1cc(S(=O)(=O)N2CCC(c3nc4ccccc4s3)CC2)ccc1S(=O)(=O)N1CC(C)CC(C)C1 (stereo not drawn)	110	1.0	-5	0.2	2	3	-1	-3.0	-2	-3
CC(=O)Nc1ccc(-c2ccnc3c2CC(C)(C(=O)Nc2ccc(Cl)cc2)O3)cc1 (stereo not drawn)	98	-2.4	-7	-0.2	14	-5	-1	-2.0	10	0
Cc1ccc2cc(CN(Cc3ccc4c(c3)OCO4)Cc3nnnn3Cc3ccco3)c(=O)[nH]c2c1C	94	1.4	1	0.0	16	0	1	1.4	-4	1
COc1ccc(CCNC(=O)CCNC(=O)c2ccco2)cc1OC	99	-2.4	4	0.9	3	-2	-10	1.0	-5	-2
CCOC(=O)C1(CCOc2ccccc2)CCN(Cc2cccc(OCCO)c2)CC1	96	-1.2	-4	0.0	-5	-5	37	-0.5	-4	-9
Cc1c(C(=O)OCC(=O)N2CCCC(C)C2)oc2ccccc12 (stereo not drawn)	95	-3.3	-1	0.1	4	11	-5	0.3	8	-1
CCCOc1cccc(C(=O)N(Cc2cccs2)C2CCS(=O)(=O)C2)c1 (stereo not drawn)	118	1.6	-1	0.2	6	-4	-2	-0.6	8	-1
Cc1ccc(F)cc1NC(=O)CCNC(=O)c1ccc([N+](=O)[O-])cc1	92	0.8	0	-0.1	9	-3	?	0.0	-4	0
Cc1ccc(S(=O)(=O)CCc2nnc(NC(=O)C3CCCO3)s2)cc1 (stereo not drawn)	103	-2.0	7	-0.7	3	7	5	6.3	3	-1
COc1cc(S(=O)(=O)N2CCN(Cc3ccccc3)CC2)ccc1Br	100	-0.8	-3	0.1	-24	2	1	-1.9	1	-4
O=C(c1cccc(-n2cnnn2)c1)N1CC=C(c2ccccc2)CC1	96	-1.5	0	0.2	5	3	-3	0.1	3	2
CCCC(=O)Nc1ccc(S(=O)(=O)N2CCc3ccccc32)cc1	81	-1.5	-1	-0.1	-1	-2	0	0.7	-2	-5
Cc1ccc(CNC(=O)C2CC(c3ccccc3C(F)(F)F)=NO2)o1 (stereo not drawn)	101	-1.7	0	-0.1	12	3	0	4.6	4	-1
C=Cc1ccc(COC(=O)c2cn(CC)c3nc(C)ccc3c2=O)cc1	96	-0.9	0	-0.1	9	-1	3	0.9	-4	-3
CC(C)NC(=O)Nc1ccc2c(c1)C(=O)N([C@H](C)CO)C[C@H](C)[C@@H](CN(C)S(=O)(=O)c1ccc(F)cc1)O2	97	-0.2	0	0.2	10	0	10	-0.8	-4	3
O=C(Nc1cccc(S(=O)(=O)NCc2ccco2)c1)c1ccc(Cl)cc1	93	0.8	-4	2.6	-17	-4	0	-1.0	-2	3
CSc1nsc(SC)c1C(=O)NC(=O)Nc1cccnc1	94	0.7	1	0.0	4	12	-2	0.5	6	2
COc1ccc(S(=O)(=O)N2CCC(C(=O)Nc3cccc(C(C)=O)c3)CC2)cc1	93	-1.6	1	0.4	0	3	-3	-2.1	5	-1
O=C(Nc1nc2nc(-c3ccccc3)cc(=O)n2[nH]1)c1ccccc1	95	-0.7	3	0.1	0	3	-1	0.9	-3	-2
COc1ccc2c3c(cccc13)C(=O)CC2	104	-4.0	3	0.3	2	10	4	-0.3	-5	-2
O=C(NC(=S)N1CCN(C/C=C/c2ccccc2)CC1)c1ccco1	91	-3.2	1	0.3	-14	-8	-7	0.4	0	-6
CC1CN(CC(O)COCc2ccc3c(c2)OCO3)CC(C)O1 (stereo not drawn)	112	-0.6	-2	0.5	6	-5	-18	0.6	6	1
CC(C)c1ccc2c(c1)C(c1cccs1)=NNC(c1ccncc1)=N2	97	-2.4	-1	0.0	-1	-1	0	0.0	9	2
CCN(CC(=O)Nc1cc(Cl)ccc1C)CC(=O)NC1CC1	97	-1.2	2	0.0	-5	2	-1	-0.4	1	2
CS(=O)(=O)N1CCN(C2CCN(Cc3ccccc3)CC2)CC1	91	-1.4	3	-0.2	0	-1	-2	-0.6	13	3
O=C(Nc1cc(S(=O)(=O)N2CCOCC2)ccc1N1CCOCC1)c1c(F)cccc1Cl	97	0.5	0	-0.1	-1	13	9	-0.8	2	11
O=C(/C=C/Sc1ncn[nH]1)c1ccc(Cl)cc1	93	-1.0	-11	-0.3	-17	58*	69*	-2.9	13	13
CC(NS(=O)(=O)c1ccccc1)C(=O)Nc1ccc(S(N)(=O)=O)cc1 (stereo not drawn)	98	-2.0	2	-0.1	0	-4	-13	-0.7	15	-1
COC(=O)c1ccc(=O)n(Cc2ccc3c(c2)OCO3)c1	96	4.5	1	0.1	-3	2	-1	1.7	-5	-1
CCOc1ccccc1CN1CCNC(=O)C1CC(=O)N(C)CCC1CCOCC1 (stereo not drawn)	99	-0.9	2	-0.2	-3	5	6	-0.5	12	6
CCCN(CCC)CCCNC(=O)CNC(=O)c1nn(-c2ccc(OC)cc2)c(=O)c2ccccc12	99	1.0	-2	-0.3	6	8	-3	-1.0	-5	-1
CC(C)n1cc(/C=N/NC(=O)COc2cccc3cccnc23)c2ccccc21	96	1.7	-3	-0.2	8	-4	4	1.5	-4	-3
Cc1cccc(/C=N/NC(=O)Cn2nc(C)cc2C)n1	100	0.6	1	-0.3	15	8	-7	0.2	4	0
O=C(Nc1c(-c2ccccc2)nc2sccn12)c1ccccc1	97	0.8	2	-0.1	5	6	-2	1.6	0	-6

Screening results from PubChem.
